Sm TGR block – S. mansoni TGR enzyme inhibition; hit rate 3% among 360,000; Potency, µM (top dose mostly 114 µM), inactives show top-dose activity change, negative = inhibition, most hits filed as inhibitors; purified TGR, DTNB reduction, TNB absorbance 405 nm; Q962Y6; AID 485364; further: potency means the concentration at half of the fitted maximal effect; on the % scale 0 is the no-effect control and ±100 the full control effect; nearly all actives have a fitted effect of over 60% in size
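First, TGR (20 nM dispensed) and NADPH were mixed with compound. Second, a 15 min room-temperature incubation followed. Third, further NADPH and then DTNB were added to start the reaction. Finally, TNB absorbance was monitored kinetically.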
Cycloheximide cs – counter-screen hit for Shiga toxin inhibitors, cycloheximide | cell reporter, cycloheximide protein synthesis inhibition counterscreen | max response, % | hit rate 12% among 300,000; in the data active means max response mostly above about 13%, no sharp cut-off; inactive means mostly below about 14%; further: read at 38.3 µM for the half of the compounds with a filed dose; 0% is about no effect
Pf growth 96h – P. falciparum growth inhibition at 96 hours; AID 504834; Potency, µM (top dose mostly 28.7 µM), inactives show top-dose activity change, negative = inhibition, most hits filed as inhibitors; P. falciparum luciferase reporter growth, 96 h; hit rate 6.9% among 320,000; further: potency means the concentration at half of the fitted maximal effect; on the % scale 0 is the no-effect control and ±100 the full control effect
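Two parasite generations (96 h, 37 C, 5% CO2) of compound exposure in infected erythrocytes (0.05% parasitemia, 2% hematocrit). Luciferase-reporter P. falciparum; decreased luminescence indicates inhibited growth, aimed at apicoplast-acting delayed death.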
Pf growth 48h – P. falciparum growth inhibition at 48 hours (one generation); hit rate 5.9% among 310,000; AID 504832; Potency, µM (series often up to 28.7 µM), without a hit: top-dose activity change, negative = inhibition, actives largely listed as inhibitors; P. falciparum luciferase growth in erythrocytes, 48 h; further: potency means the concentration at half of the fitted maximal effect; on the % scale 0 is the no-effect control and ±100 the full control effect
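Read-out is firefly luciferase luminescence from an integrated reporter in P. falciparum, so falling signal marks reduced parasite growth. Infected erythrocytes were at 2% hematocrit and 0.1% parasitemia (final) in Albumax-supplemented RPMI 1640.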
Shiga inhibitor – Shiga toxin inhibition | AID 2315 | hit rate 9.2% among 290,000 | inhibition, % at 38.7 µM | Vero cells, Shiga toxin protein synthesis inhibition reporter; in the data active means inhibition mostly above about 28%, no sharp cut-off; inactive means mostly below about 43%; further: 0% is about no effect
Giardia FBPA inh – blocks Giardia fructose-bisphosphate aldolase activity; Potency, µM (titrated, usually from 59.6 µM), without a hit: top-dose activity, negative = inhibition, usual class: inhibitors; hit rate 0.71% among 290,000; purified Giardia FBPA; further: potency means the concentration at half of the fitted maximal effect; on the % scale 0 is the no-effect control and ±100 the full control effect; nearly all actives have a fitted effect of over 55% in size
Target sequence (A8B2U2 whole entry, looked up): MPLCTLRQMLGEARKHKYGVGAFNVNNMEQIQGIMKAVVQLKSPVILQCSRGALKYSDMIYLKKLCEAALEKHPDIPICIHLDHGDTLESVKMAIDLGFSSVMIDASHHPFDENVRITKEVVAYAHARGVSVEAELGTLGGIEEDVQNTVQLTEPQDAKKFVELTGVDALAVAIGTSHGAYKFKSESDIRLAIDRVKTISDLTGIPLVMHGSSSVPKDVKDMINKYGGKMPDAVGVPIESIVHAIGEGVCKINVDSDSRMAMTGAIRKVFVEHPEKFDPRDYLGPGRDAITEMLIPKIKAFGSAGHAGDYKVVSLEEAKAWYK
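40 nM FBPA preincubated 10 min at RT with compound (up to 57.5 uM final), then substrate plus GAPDH/TPI/NAD/arsenate coupling and diaphorase/resazurin added. Fluorescence read after 20 min at RT, 525/598 nm.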
The depositor's hits bear a star; ? = inconclusive; . = no result given; [ ] = remark or other dose. Unless noted, the call rests on the fitted dose curve; in most records, active means well fitted curve in the direction sought with a large enough effect; inconclusive means small, poorly fitted or top-dose-only effect, or another doubt; inactive means no such curve, though single readings can be large; an effect the other way counts as inactive or inconclusive. Rows are unselected; any-hit rate near 24%.

Each structure is followed by: Sm TGR block, Cycloheximide cs, Pf growth 96h, Pf growth 48h, Shiga inhibitor, Giardia FBPA inh
COCCCNC(=S)NNC(=O)c1ccc(C(C)(C)C)cc1
 : 1%, 3, -19%, 4%, -19, 4%
O=C(CSc1nnc(CNC(=O)c2ccc(F)cc2)o1)c1ccccc1
 : 0%, -1, ?, 44%[activator], 10, .
Cc1ccc(N(C)/N=C/c2ccc(Cl)cc2Cl)nn1
 : 1%, 16*, 39%[activator], 30%[activator], 16, 6%
CCCCCCSc1cccc(-c2nc3cc(C)ccn3c2NCc2ccccc2)c1
 : 0%, ., ?, ?, ., .
C/C=C(/C)C(=O)Nc1cccc(C2=NOC3(C2)C[C@H](C(N)=O)N(C(=O)Cc2ccc([N+](=O)[O-])cc2)C3)c1 (stereo partly drawn)
 : 2%, -5, ?, 12µM*, -5, -1%
Cc1cc(C)c(C)c(S(=O)(=O)N2CCN(C(=O)C3CSC4(C)CCC(=O)N34)CC2)c1C (stereo not drawn)
 : -1%, ., ?, 10µM*, ., .
NS(=O)(=O)c1ccc(NC(=O)CSc2nnc(-c3ccc(O)cc3)o2)cc1
 : -16%, -3, -2%, -15%, -4, 20%
CC(=O)Nc1cccc(-c2cn3ccc(C)cc3n2)c1
 : 18%, 44*, -18%, 131%[activator], 89*, -21%
Cc1cccc2cc(CN(CCN(C)C)C(=S)NCc3ccco3)c(=O)[nH]c12
 : -3%, -1, ?, 2%, -10, 4%
COc1ccc(CC(=O)N(CCN(C)C)CC2CCCN(Cc3ccccc3F)C2)cc1 (stereo not drawn)
 : -10%, 0, ?, ?, -24, 1%
CC(=O)C1=C(O)C(=O)N(c2ccc(S(N)(=O)=O)cc2)C1c1ccc([N+](=O)[O-])cc1 (stereo not drawn)
 : -10%, -2, 16%, 9%, -9, 0%
O=C(/C=C/c1c(F)cccc1Cl)Nc1ccc(S(=O)(=O)Nc2ncccn2)cc1
 : -23%, 1, 13µM*, -5%, -9, -14%
O=S(=O)(NCc1cccnc1)c1cccc2cccnc12
 : 3%, 8, ., 5%, -18, -12%
COCCN(CC(=O)Nc1cccc(C)c1C)C(=O)c1cc(-c2cccs2)nn1-c1ccccc1
 : 0%, ., -15%, ?, ., .
Cc1cc(N2CCN(C(=O)c3ccco3)CC2)n2nc(C)c(-c3ccccc3)c2n1
 : 0%, 11, -29%, 12µM*, 3, -1%

(further entries)
Each structure is followed by: Sm TGR block, Cycloheximide cs, Pf growth 96h, Pf growth 48h, Shiga inhibitor, Giardia FBPA inh
CSc1ncc(Cl)c(C(=O)Nc2ccccc2Cl)n1
 : -7%, -1, 56%[activator], 22%, -10, 12%
CN(C)S(=O)(=O)c1ccc(Nc2nc(C3CC3)nc3c2nnn3Cc2ccccc2Cl)cc1
 : 7%, -2, ?, -12%, -10, -1%
COc1ccc(C(=O)N2CCN(c3cccc(C)c3C)CC2)cc1S(=O)(=O)NC1CC1
 : ?, ., ?, -79%, ., .
COc1ccc(C(=O)C[n+]2ccc(N)c(C)c2C)cc1
 : 8%, -5, 22%, 32%[activator], -9, 11%
CC1=C(C(=O)OCc2ccc(C)cc2)C(c2ccc(O)c([N+](=O)[O-])c2)NC(=O)N1 (stereo not drawn)
 : -1%, -2, -4%, 12µM*, 2, 10%
CS(=O)(=O)N1CCN(C(=O)c2cc3ccccc3oc2=O)CC1
 : 9%, 7, -20%, -1%, 9, 1%
COc1ccccc1C(=O)NC1CCSc2ccccc21 (stereo not drawn)
 : 4%, -1, ?, -24%, -19, .
CN1CCN(c2ccc(C(CC(N)=O)NC(=O)Cc3ccc(Br)cc3)cc2[N+](=O)[O-])CC1 (stereo not drawn)
 : 6%, 6, -11%, 17%, -4, 2%
COC(=O)N[C@@H]1C[C@H]2[C@@H]3CC[C@H]4C[C@@H](OC)CC[C@]4(C)[C@H]3CC[C@]12C
 : 0%, ., 3%, -19%, ., .
Cc1ccc(S(=O)(=O)N2CCOCC2)cc1NC(=O)CN1C(=O)CN(C)C1=O
 : -2%, ., ?, 41%[activator], ., .
Nn1c(SCC(=O)Nc2ccc(OC(F)F)cc2)nnc(Cc2ccccc2)c1=O
 : 6%, ., 2%, ?, ., .
OCCNc1ncnc2c1cnn2Cc1ccccc1
 : 6%, -2, 6%, -2%, 2, 12%
COc1ccccc1NC(=S)N1CCOCC1
 : -7%, -4, 27%, -12%, 21, -5%
COc1cc(CNCCCO)ccc1OCC(=O)NC(C)(C)C
 : 10%, -1, ?, 0%, -8, 2%
COC(C[C@H]1O[C@H]1C(=O)COCc1ccccc1)OC
 : 71%[activator], -4, 47%[activator], 43%[activator], -3, 9%

(next part)
Each structure is followed by: Sm TGR block, Cycloheximide cs, Pf growth 96h, Pf growth 48h, Shiga inhibitor, Giardia FBPA inh
CCOc1ccc(Nc2ncnc3c2cnn3Cc2ccccc2)cc1
 : 2%, 9, ?, ?, 3, -20%
O=C(O)c1cc2cc(Cl)ccc2[nH]1
 : ., -8, ., ., -3, ?
O=c1nc(N/N=C/c2ccccn2)cn[nH]1
 : 30%, 46*, -6%[1.15 µM], 1µM*, 125*, 0.71µM*
Clc1cccc(-c2ccc3ncnc(NCc4cccs4)c3c2)c1
 : 3%, ., 3.3µM*, 12µM*, ., .
COCCCNC(CC(=O)Nc1ccc(OC)cc1OC)C(=O)O (stereo not drawn)
 : -1%, -4, 302%[activator], 20%, -9, -19%
CNC(=O)COC(=O)CCC(=O)c1ccc(Cl)cc1
 : -1%, -3, 6%, 0%, -9, 5%
CC(C)(C)NS(=O)(=O)c1ccc(/C=C/C(=O)O)cc1
 : -3%, -5, ?, 5%, -15, 11%
COc1ccccc1NC(=O)CN1C(=O)COc2ccc(C)cc21
 : -1%, 3, -21%, -14%, -2, 7%
O=[N+]([O-])c1ccc(CCNc2cccc3ccccc23)c([N+](=O)[O-])c1
 : 1%, -3, ?, -2%, -5, -5%
COCCN(C(=O)COC(=O)/C=C/c1cccc(OC)c1)c1c(N)n(CC(C)C)c(=O)[nH]c1=O
 : -1%, ., 19%, ?, ., .
O=C(NCCC(=O)N1CCCCCCC1)c1ccc(Br)cc1
 : 1%, ., 10µM*, 13µM*, ., .
O=S(=O)(Nc1ccccc1)c1ccc(Oc2ncc(C(F)(F)F)cc2Cl)cc1
 : 0%, -6, 7%, -8%, -12, -4%
CCCOC(=O)C1=C(C)NC2=C(C(=O)CCC2)C1c1cccs1 (stereo not drawn)
 : 0%, -2, ?, -13%, 20, 0%
COc1nc2ccccc2nc1CCC(=O)O
 : 0.1µM*, 10, ?, 0%, -2, 5%
N#CNc1nc(O)cc(=O)[nH]1
 : ?, -2, 19%, 38%[activator], -5, ?

Looked up by compound from the list above, two records:
Each structure is followed by: Sm TGR block, Cycloheximide cs, Pf growth 96h, Pf growth 48h, Shiga inhibitor, Giardia FBPA inh
OCCNc1ncnc2c1cnn2Cc1ccccc1
 : 6%, -2, 6%, -2%, 2, 12%
N#CNc1nc(O)cc(=O)[nH]1
 : ?, -2, 19%, 38%[activator], -5, ?

Copied from the list:
CSc1ncc(Cl)c(C(=O)Nc2ccccc2Cl)n1 in Giardia FBPA inh → 12%
CC(=O)Nc1cccc(-c2cn3ccc(C)cc3n2)c1 in Cycloheximide cs → 44*
OCCNc1ncnc2c1cnn2Cc1ccccc1 in Pf growth 48h → -2%
COCCN(CC(=O)Nc1cccc(C)c1C)C(=O)c1cc(-c2cccs2)nn1-c1ccccc1 in Pf growth 96h → -15%
COc1ccccc1NC(=O)CN1C(=O)COc2ccc(C)cc21 in Giardia FBPA inh → 7%

Profiles as entered above. Order of screens: Sm TGR block | Cycloheximide cs | Pf growth 96h | Pf growth 48h | Shiga inhibitor | Giardia FBPA inh
COc1ccccc1C(=O)NC1CCSc2ccccc21 (stereo not drawn) as listed: 4% | -1 | ? | -24% | -19 | .
Cc1cc(N2CCN(C(=O)c3ccco3)CC2)n2nc(C)c(-c3ccccc3)c2n1 as listed: 0% | 11 | -29% | 12µM* | 3 | -1%
Cc1ccc(S(=O)(=O)N2CCOCC2)cc1NC(=O)CN1C(=O)CN(C)C1=O as listed: -2% | . | ? | 41%[activator] | . | .

(more compounds)
Each structure is followed by: Sm TGR block, Cycloheximide cs, Pf growth 96h, Pf growth 48h, Shiga inhibitor, Giardia FBPA inh
COc1cccc(NC(=O)NCCCCc2ccccc2)c1
 : 9%, 31*, ?, 6%, 24, -1%
C=CCNC(=S)NCCCCC1NC(=S)N(CC=C)C1=O (stereo not drawn)
 : -8%, -2, 35%, -15%, -6, 5%
O=C(CCn1c(=S)oc2ccccc21)NC1CCCCCC1
 : 17%, -3, 9%, 3%, -5, 0%
O=C1C2CCCN2C(c2ccccc2)N1c1ccccn1 (stereo not drawn)
 : 4%, -2, -9%, 16%, -12, 2%
O=C(CCS(=O)(=O)c1ccccc1)Nc1cccc2c1C(=O)NC2=O
 : 2%, 22, -13%, -2%, -1, 0%
COc1ccc(NS(=O)(=O)c2cc(NC(=O)c3ccncc3)ccc2N2CCOCC2)cc1
 : -1%, -5, ?, ?, -9, 2%
O=C(CCC(=O)OCC(=O)c1ccccc1)Nc1cccc(Cl)c1
 : -4%, -1, 2%, -8%, 13, 2%
CCOC(=O)c1[nH]c(C)c(C(=O)O)c1C
 : 1%, -8, 0%, ., -15, 0%
CCC(NC(=O)Nc1ccc(O)cc1)(C(F)(F)F)C(F)(F)F
 : -24%, -2, ., ?, 15, ?
O=C(CSc1nc2[nH]ncc2c(=O)n1-c1ccccc1Br)NCc1ccco1
 : 22µM*, 4, 67%[activator], 12µM*, 9, 20%
CCSc1nnc(NC(=O)[C@@H](NC(=O)c2cccc(C)c2)C(C)C)s1
 : 3%, -1, 17%, 3%, -1, -10%
O=c1c2ccccc2nnn1Cc1cccc2ccccc12
 : 8%, 25, ?, 8%, 43, 5%
O=C(NC(=S)NNC(=O)c1ccccc1O)c1ccc([N+](=O)[O-])cc1
 : 7%, -2, 16%, ., 15, 21%
CN1CCN(C(=O)c2ccc3c(c2)S(=O)(=O)c2ccccc2C3=O)CC1
 : -17%, -2, -1%, 8%, -22, 1%
Cc1ccc(O)c(/C=N/NC(=O)CN2CCCC2)c1
 : 0%, -2, ?, ?, 26, ?

Other compounds:
Each structure is followed by: Sm TGR block, Cycloheximide cs, Pf growth 96h, Pf growth 48h, Shiga inhibitor, Giardia FBPA inh
COC(=O)c1cccc(NC(=O)/C=C/c2ccc3c(c2)OCO3)c1
 : 5%, 43*, 6%, 243%[activator], 21*, -15%
O=C(CCCC(=O)N(c1ccc(F)cc1)C(C(=O)NC1CCCC1)c1ccc(O)cc1)Nc1ccccn1 (stereo not drawn)
 : 3%, -3, -18%, -4%, 16, 11%
COC(=O)c1sccc1NS(=O)(=O)c1ccc(OC)cc1
 : 11%[11.4 µM], -3, ?, ., -17, 0%
Fc1ccccc1CNC(=S)NC1CCCCC1
 : -3%, 3, 4.1µM*, -2%, 11, 0%
COc1ccc(NC(=S)N2CCN(S(=O)(=O)c3ccc(F)cc3)CC2)cc1
 : -21%, 12, ?, ?, -11, .
Cc1ccc(N(CC(=O)Nc2ccccc2-c2ccccc2)S(=O)(=O)c2ccccc2)cc1
 : 4%, 1, 6.6µM*, ?, -4, -6%
COc1ccc(NC(=O)C2CC(=O)N(C)C(=Nc3ccc4c(c3)OCO4)S2)cc1 (stereo not drawn)
 : -9%, -3, ?, 10µM*, -18, -5%
C=CCNC(=O)c1cc2c(=O)n3cc(C)ccc3nc2nc1NCC1CCCO1 (stereo not drawn)
 : -4%, -4, 4.1µM*, 8%, -8, 1%
O=C(NC12CC3CC(CC(C3)C1)C2)c1ccco1
 : -13%, 0, 0%, ?, -16, -8%
Cc1n[nH]c(=S)c2nn(-c3ccccc3)c(C)c12
 : -4%, 2, 50%[activator], 8%, -8, -18%

Source: PubChem BioAssay (National Center for Advancing Translational Sciences (NCATS))
